hIAP activ: increases human intestinal alkaline phosphatase activity; P09923; purified human IAP, CDP-Star luminescence, 30 min; hits give high values; 1 = vehicle-only enzyme, 0 = enzyme-free background; activation factor at 10 µM; 330,000 compounds, 0.16% hits;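 active = activation factor of the enzyme at least 2-fold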; also: the source names both 10 and 20 µM as test concentration; values of inactives mirror those of a sister screen read the other way
HKDC1 inhibitor: blocks human hexokinase HKDC1 activity; Q2TB90; 340,000 compounds, 0.16% hits; recombinant HKDC1, G6PDH/diaphorase resazurin coupled fluorescence; inhibition, % at 20 µM;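 active = inhibition above about 35% when tested at 20 µM, limit read from the data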;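 also: plate controls were DMSO wells with enzyme for no effect and DMSO wells lacking enzyme for full effect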
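Material: recombinant HKDC1 hexokinase; Amount: HKDC1 at 5 µg/mL; Medium: Tris pH 8.0 buffer with MgCl2, Tween-20, BSA, BME; Schedule: 90 min reaction incubation at room temperature, dark; Technique: coupled resazurin fluorescence, excitation 525 nm, emission 613 nm.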
PfGluPho inh: PfG6PD (Plasmodium falciparum) enzyme inhibition | 350,000 compounds, 0.78% hits | inhibition, % at 20 µM | PfGluPho enzyme, NADPH resazurin-diaphorase fluorescence;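 active = inhibition reaching at least a set limit at 20 µM in the primary screen, cut at about 59% in these data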;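 also: 0% = DMSO wells with substrate and 100% = DMSO wells lacking glucose-6-phosphate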
hIAP block: human IAP inhibition | AID 2544 | inhibition, % at 10 µM | P09923 | purified IAP, CDP-Star luminescence, 30 min | 330,000 compounds, 0.12% hits;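 active = inhibition reaching a set limit with compound at 10 µM in the primary screen, cut at about 35% in these data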;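 also: plate controls were DMSO wells with enzyme for no effect and no-enzyme buffer wells for full effect; values of inactives mirror those of a sister screen read the other way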
ATG4B inhibitor: blocks human ATG4B protease cleavage of LC3 substrate; Q9Y4P1; ATG4B cleavage of LC3-PLA2, NBD-HPC fluorescence, 1 h; inhibition, % at 8.33 µM; 340,000 compounds, 0.51% hits; in the data active = inhibition above about 40%
Target sequence (Q9Y4P1 whole entry, looked up): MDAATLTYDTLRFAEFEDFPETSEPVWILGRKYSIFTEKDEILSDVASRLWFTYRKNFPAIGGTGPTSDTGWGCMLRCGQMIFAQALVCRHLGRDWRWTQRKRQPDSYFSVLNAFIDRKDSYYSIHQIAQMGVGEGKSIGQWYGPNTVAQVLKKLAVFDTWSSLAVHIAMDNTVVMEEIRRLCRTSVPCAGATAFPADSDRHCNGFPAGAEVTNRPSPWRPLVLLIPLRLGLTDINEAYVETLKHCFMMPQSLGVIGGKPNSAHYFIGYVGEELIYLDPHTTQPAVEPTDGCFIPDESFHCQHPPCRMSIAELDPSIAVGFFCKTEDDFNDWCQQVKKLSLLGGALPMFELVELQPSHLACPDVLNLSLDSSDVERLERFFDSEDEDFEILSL
APOBEC3A inh: human APOBEC3A DNA deaminase inhibition; recombinant A3A, FAM/TAMRA ssDNA deamination fluorescence; inhibition, % at 20 µM; 330,000 compounds, 0.41% hits;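 active = at least 40% inhibition at 20 µM here, with at most 30% in a related deaminase screen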;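 also: plate controls were A3A with DMSO for no effect and wells lacking A3A enzyme for full effect; some results filed as inactive read as strong as hits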
Target sequence (P31941 whole entry, looked up): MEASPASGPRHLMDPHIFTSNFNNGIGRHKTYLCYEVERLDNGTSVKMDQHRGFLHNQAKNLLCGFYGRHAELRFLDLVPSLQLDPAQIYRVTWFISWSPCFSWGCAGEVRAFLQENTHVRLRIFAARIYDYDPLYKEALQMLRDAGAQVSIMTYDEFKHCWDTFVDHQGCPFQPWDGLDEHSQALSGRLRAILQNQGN
mIAP act: increases mouse intestinal alkaline phosphatase activity; muIAP, CDP-Star luminescence, 30 min; hits give high values; 1 = vehicle-only enzyme signal, 0 = enzyme-free wells; AID 2805; activation factor at 10 µM; 330,000 compounds, 0.24% hits;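 active = activation factor of at least 2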; also: the source names both 10 and 20 µM as test concentration; values of inactives mirror those of a sister screen read the other way
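System: Mouse IAP enzyme | Also added: CDP-Star substrate | Dosing: Compounds dispensed in DMSO | Schedule: 30 min enzyme-substrate-compound incubation at room temperature | Technique: Chemiluminescence readout | Control set: DMSO-only wells and no-enzyme negative control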
mIAP inh: mouse IAP inhibition; inhibition, % at 10 µM; 330,000 compounds, 0.2% hits; purified mouse IAP, CDP-Star luminescence, 30 min; AID 2806;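 active = inhibition of at least 40% at 10 µM in the primary screen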;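 also: plate controls were DMSO with enzyme for no effect and no enzyme wells for full effect; values of inactives mirror those of a sister screen read the other way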
Numbers without * were called inactive; · = not tested or not shown.

SMILES	hIAP activ	HKDC1 inhibitor	PfGluPho inh	hIAP block	ATG4B inhibitor	APOBEC3A inh	mIAP act	mIAP inh
CN1CCc2c(OCC(=O)N3CCCc4ccccc43)cccc2C1=O	1.1	-3	-2	-10	-7	-3	1.1	-6
COc1ccc(CCC(=O)Nc2ccc(Br)cn2)cc1	0.87	1	16	13	14	-1	0.98	2
CCOCCc1nnc(NC(=O)CCS(=O)(=O)c2ccccc2)s1	0.98	-5	-2	2	1	7	1.1	-8
CC(C)C1Cc2[nH]c(=O)c(C(=O)O)cc2CO1 (configuration not stated)	1.1	-4	-16	-6	1	0	0.95	5
CCCN(Cc1ccco1)S(=O)(=O)c1ccc(OC)c(OC)c1	1.1	-3	-24	-11	8	-3	1.1	-5
CC(C)(C)c1ccc(C(=O)NC(=S)Nc2ccc(N3CCOCC3)cc2)cc1	0.9	2	12	10	-1	-1	0.84	16
CCCCn1c(SCC(=O)c2ccccc2)nc2c1c(=O)[nH]c(=O)n2C	1.3	4	15	-26	-3	5	1	-3
COc1cccc(CCNC(=O)CC2C(=O)NCCN2Cc2ccc(Cl)c(F)c2)c1 (configuration not stated)	0.84	-1	4	16	0	-3	0.99	1
c1csc(-c2nnc(-c3ccc(N4CCOCC4)cc3)o2)c1	1.2	-10	0	-17	-11	-1	1	-5
NC(=O)C1CCN(C(=O)CCNS(=O)(=O)c2ccccc2F)CC1	1	-3	-9	-3	3	1	0.97	3
CC(=O)NCC(=O)N1CCC(n2nccc2NC(=O)CCCc2ccccc2)CC1	0.96	-7	-5	4	2	1	0.99	0
CCC(=O)c1cc2c(cc1NC(=O)c1ccc(C)cc1)OCCO2	0.89	-7	8	11	15	-1	0.97	3
CC(=Nc1ccccc1)Nc1ccccc1	0.81	-6	-1	19	-5	-2	0.99	1
COc1ccccc1N1CCN(C2CCN(C3CCC(c4ccccc4)CC3)CC2)CC1 (configuration not stated)	1.2	·	·	-23	·	-1	1.1	-10
Cc1cccc(NC(=S)NNC(=S)NC2CCCCC2)c1C	1.7	-9	-3	-69	3	0	0.95	5
CCn1c(-c2ccccc2)csc1=Nc1ccc(O)cc1	1.1	-3	0	-6	-3	-1	0.97	3
O=C(COC(=O)c1cccc(Cl)c1)Nc1cccc(S(=O)(=O)NC2=NCCC2)c1	1.1	1	2	-8	-11	-5	1.1	-13
O=C(CCN1C(=O)/C(=C/c2ccc(Cl)cc2)SC1=S)NC1C=CS(=O)(=O)C1 (configuration not stated)	1.1	1	5	-11	8	-2	0.93	7
CCc1nnc(NC(=O)C2CC(=O)N(c3ccc4c(c3)OCCO4)C2)s1 (configuration not stated)	0.9	-13	7	10	-12	9	0.99	1
CCC1C(=O)N=C(SCC(=O)Nc2cccc3ccccc23)NC1=O (configuration not stated)	1	9	8	-3	6	-3	0.88	12
COc1ccc2oc(C(=O)OCc3c(C)noc3C)c(C)c2c1	1.2	-3	-28	-18	2	2	0.99	1
O=C(COC(=O)Cn1cnc2ccccc2c1=O)NNC(=O)c1ccc(Br)cc1	1	-4	19	-5	-4	0	0.89	11
COc1ccc(C(=O)Nc2nc3ccccc3[nH]2)cc1	1.3	4	8	-33	-1	-2	0.86	14
Cc1nn(-c2cccc(Cl)c2)c2nc(-c3ccncc3)cc(C(=O)N3CCOCC3)c12	1.1	1	4	-5	7	1	1	-4
COCCNCC(=O)Nc1ccc(C)c(S(=O)(=O)N2CCCCC2)c1	0.98	-5	4	2	-8	-1	1.1	-7
COc1ccc(CC(=O)NC(=S)Nc2cccc(CO)c2)cc1	0.99	-3	4	1	-11	3	1.1	-9
COCCCNc1c2c(nc3nnnn13)CCCC2	0.84	-2	-5	16	-11	3	1	0
N#Cc1c(F)cccc1NCc1cccs1	1	-2	7	-2	7	-1	0.95	5
CC(C)CNS(=O)(=O)c1ccc(CCC(=O)N2CCN(c3ccccc3)CC2)cc1	0.99	-5	-22	1	-5	1	1	-2
CC(=O)c1ccc(NC(=S)NC(=O)CC(C)C)cc1	1	-3	9	-1	-11	2	0.93	7
COC(=O)c1ccc(NC(=O)C23CC4CC(C2)CC(n2cnc(Cl)n2)(C4)C3)cc1	0.99	0	-1	1	-13	-4	1.1	-15
Cc1nc(-c2ccc([N+](=O)[O-])cc2)c(-c2ccccc2)o1	0.94	-3	0	6	3	-3	1.1	-10
CCCCC(CC)CNC(=O)C(=O)C1C(=O)Nc2ccccc21 (configuration not stated)	0.84	-11	-33	16	11	-6	1	0
CCOc1ccc(C(=O)/C=C/c2cn(CN3CCN(C)CC3)c3ccccc23)cc1	0.91	2	62*	9	13	-6	1	0
CCCCOc1ccc(C(=O)NCC(=O)NC2CC2)cc1	1.2	3	-9	-21	-2	0	0.98	2
O=C(Cn1c(CN2CCCCC2)nc2ccccc2c1=O)Nc1ccccc1	1.1	-10	-2	-13	-9	-4	0.94	6

Quoted from above for reference:
SMILES	hIAP activ	HKDC1 inhibitor	PfGluPho inh	hIAP block	ATG4B inhibitor	APOBEC3A inh	mIAP act	mIAP inh
Cc1nc(-c2ccc([N+](=O)[O-])cc2)c(-c2ccccc2)o1	0.94	-3	0	6	3	-3	1.1	-10
CCCCC(CC)CNC(=O)C(=O)C1C(=O)Nc2ccccc21 (configuration not stated)	0.84	-11	-33	16	11	-6	1	0
CCOc1ccc(C(=O)/C=C/c2cn(CN3CCN(C)CC3)c3ccccc23)cc1	0.91	2	62*	9	13	-6	1	0
CCCCOc1ccc(C(=O)NCC(=O)NC2CC2)cc1	1.2	3	-9	-21	-2	0	0.98	2
O=C(Cn1c(CN2CCCCC2)nc2ccccc2c1=O)Nc1ccccc1	1.1	-10	-2	-13	-9	-4	0.94	6

Further compounds
SMILES	hIAP activ	HKDC1 inhibitor	PfGluPho inh	hIAP block	ATG4B inhibitor	APOBEC3A inh	mIAP act	mIAP inh
COc1ccc(N(C(=O)c2snc(C(N)=O)c2N)C(C(=O)NC2CCCC2)c2ccco2)c(OC)c1 (configuration not stated)	1.2	-2	-7	-22	2	-5	0.99	1
Cc1cc(NC(=O)c2cn(C3CCCCC3)c(=O)c3c2c2ccccc2n3C)no1	0.98	5	2	2	4	-4	0.99	1
CCN(CC(=O)NCc1cccs1)C(=O)COc1ccc(C(C)=O)cc1	1	0	1	-2	-27	-2	0.87	13
CNC(=O)c1cc2cc(OC)ccc2oc1=O	1	-4	-2	0	-9	6	0.93	7
Cc1ccc(NC(=O)COC(=O)C2(C)CC2(Cl)Cl)cc1S(=O)(=O)N1CCOCC1 (configuration not stated)	0.96	0	10	4	-7	1	1.1	-15
CCc1nnc(NC(=O)CCC(=O)N2CCN(Cc3ccc(C)cc3C)CC2)s1	1.2	-1	-28	-16	-6	-1	0.97	3
COc1ccc(Cn2nnnc2C(CC(C)C)N2CCC(C(N)=O)CC2)cc1 (configuration not stated)	1	-10	-14	-5	-2	-2	0.96	4
CCN(C(=O)COC(=O)c1cccnc1SC)C1CCS(=O)(=O)C1 (configuration not stated)	1.1	-10	-1	-14	-2	-4	0.92	8
Cc1ccccc1N(C(=O)c1csnn1)C(C(=O)NC1CCCCC1)c1ccncc1 (configuration not stated)	1.2	-6	-9	-18	3	-6	1	-4
O=C(N/N=C/c1cccs1)c1cnccn1	0.98	-5	-18	2	3	1	0.88	12
O=C(c1ccco1)N1CCN(C(=O)c2ccc(CS(=O)c3ccc(Cl)cc3)o2)CC1 (configuration not stated)	1.1	3	8	-8	-8	-2	1	-1
CN(Cc1ccccc1)C(=O)Nc1ccc(Cl)cc1	2*	-1	6	-102	-4	1	1	-4
COC(=O)c1ccc(S(=O)(=O)N2CCCN(Cc3ccc(F)cc3)CC2)n1C	1	1	-7	-2	-1	-4	0.92	8
O=C(O)c1ccc(Sc2ccccn2)c([N+](=O)[O-])c1	0.92	16	3	8	7	-3	0.96	4
Cc1ccc(-c2nc3ncccc3o2)cc1NC(=S)NC(=O)c1ccco1	1	2	0	-4	13	0	0.9	10
COc1ccccc1C(=O)Nc1nc(-c2ccc3c(c2)OCCO3)cs1	0.92	-4	31	8	-10	3	1	-2
COc1ccc(NC2=C(C(C)=O)C(c3ccc(OC)cc3)C(C(C)=O)C(C)(O)C2)cc1 (configuration not stated)	0.98	-10	4	2	-9	-3	0.91	9
O=C(COc1ccc(F)cc1)N(Cc1cccs1)C1CCS(=O)(=O)C1 (configuration not stated)	0.92	-5	-6	8	-15	-1	1.1	-11
Cc1cc(S(=O)(=O)N2CCCC2)ccc1OCC(=O)NC1CCCC1	1.2	1	-20	-24	-3	-3	1.1	-7
CO/C=C\C=C/c1nnn(-c2ccc(Cl)cc2)n1	0.96	3	11	4	10	-1	0.92	8
CCC(=O)Nc1ccc(NC(=O)c2cc3ccccc3o2)cc1	1	2	-1	-1	7	1	1	-2
C[C@H](NC(=O)C(c1ccccc1)c1ccccc1)c1ccccc1	0.99	1	8	1	-10	3	1.1	-8
COc1cc(C)nc(SCC(N)=O)n1	1.1	-4	-13	-14	-13	2	1	-4
CCCn1c(SCC(=O)NCc2ccco2)nnc1-c1ccncc1	1	-10	-1	-2	-8	0	0.99	1
Nc1c(Cl)cc(-c2csc(N3CCCC3c3nc4cc(Cl)c(N5CCCCC5)cc4n3CCOCCO)n2)cc1Cl (configuration not stated)	0.85	-2	7	14	-2	-3	0.89	11
COc1cccc(NC(=S)N/N=C2\CC3CCC2(C)C3(C)C)c1 (configuration not stated)	1.2	5	-1	-17	1	1	0.97	2
CCOc1ccc(C(=O)CCN2CCCCC2)cc1	1.1	-3	18	-10	0	-4	1	0
CSc1nsc(SC)c1C(=O)NCCNS(=O)(=O)c1ccc(C)cc1	1.1	-2	1	-6	0	0	1	0
O=C(O)Cn1cc(C(=O)c2cccs2)c2ccccc21	0.98	-6	-9	2	-7	-3	0.98	2
COc1ccc(S(=O)(=O)NNC(N)=S)cc1	1.1	-10	6	-11	-8	-3	0.94	6
COc1cc(OC)c(C2SCCCS2)cc1OC	1.1	9	-4	-11	18	-3	0.91	9
Cc1ccc(S(=O)(=O)NC(C(=O)N2CCOCCOCCOCC2)C(C)C)cc1 (configuration not stated)	1.3	-6	-16	-26	-1	1	0.96	4
Cc1cc(/C=N/Nc2nc(N3CCOCC3)nc(N3CCOCC3)n2)c(C)n1-c1ccccc1	1.1	-3	2	-13	-8	-2	0.97	3
Cc1c(NC(=O)CSc2nc3ccc(Cl)cc3[nH]2)c(=O)n(-c2ccccc2)n1C	1.2	0	-15	-20	-4	-1	0.98	2
COc1cc2cc(CN(CCCO)S(=O)(=O)c3ccccc3Cl)c(=O)[nH]c2cc1OC	0.88	-8	-6	12	4	4	0.8	20
CSc1nc(O)c(C(c2cccc([N+](=O)[O-])c2)c2c(O)nc(SC)[nH]c2=O)c(=O)[nH]1	0.94	-3	-37	6	-2	1	1.1	-10
CCCOc1ccc(/C=C/C(=O)NC2CCCCC2)cc1	1	-1	14	-1	2	-2	0.97	3
CC(=O)n1cc([C@@H]2C=C(C(=O)N3CCN(C)CC3)O[C@H](OCc3ccc(CO)cc3)C2)c2ccccc21	1.1	-5	2	-13	3	-8	1	-1
CCC1(c2ccc(F)cc2)NC(=O)N(CC(=O)NC2CCCCCC2)C1=O (configuration not stated)	0.89	-5	-3	11	-9	-3	1.1	-7
CC1=C(C(=O)OCc2ccccc2)C(/C=C/c2ccccc2)N2C(=O)CCSC2=N1 (configuration not stated)	0.94	9	-7	6	-7	2	0.97	2
CCOC(=O)C1CCN(Cc2ccc(F)cc2)CC1	0.87	10	-27	13	-4	4	1	-2

Rows were taken by chance. About 2.4% of those tested had a hit in this group.
